ssDAF12 agonist – S. stercoralis DAF-12 activation, primary screen; HEK293 ssDAF-12/GRIP1 lit1-tk-luc reporter, luminescence; % of 3 µM dafachronic acid response; activation, % at 6.8 µM; actives 1% (n = 370,000);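 active = activation above the mean over all tested compounds plus 3 SD, cut at about 0.9% in these data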;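 note: 0% = DMSO-only wells and 100% = 3 µM delta7-dafachronic acid wells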
SMARCA2 activ – increases SMARCA2 function in MMTV reporter cells; AID 652017; activation, % at 9.1 µM; actives 1% (n = 370,000); MG213 cells, MMTV-luciferase reporter, dexamethasone, overnight; in the data active = activation above about 7.8%;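 note: 0% = vehicle wells and 100% = reference activator wells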
NPR1 activator – GC-A (human) enzyme activation; HEK293 GC-A cells, cGMP TR-FRET, EC30 ANP; 0% at EC30 ANP, 100% saturating ANP; activation, % at 10 µM; actives 0.14% (n = 370,000); AID 1671463; in the data active = activation above about 40%
ADAM10 inh – ADAM10 inhibition, QFRET primary screen. O14672. recombinant ADAM10, EDANS/DABCYL FRET peptide cleavage, 3 h. inhibition, % at 7 µM. actives 0.62% (n = 370,000);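 active = inhibition above a per-campaign cutoff equal to the mean of compounds falling between control-based bounds plus 3 SD, cut at about 20% in these data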;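 note: 0% = DMSO wells while the 100% control is not disclosed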
Target sequence (O14672 214-748 limits assumed): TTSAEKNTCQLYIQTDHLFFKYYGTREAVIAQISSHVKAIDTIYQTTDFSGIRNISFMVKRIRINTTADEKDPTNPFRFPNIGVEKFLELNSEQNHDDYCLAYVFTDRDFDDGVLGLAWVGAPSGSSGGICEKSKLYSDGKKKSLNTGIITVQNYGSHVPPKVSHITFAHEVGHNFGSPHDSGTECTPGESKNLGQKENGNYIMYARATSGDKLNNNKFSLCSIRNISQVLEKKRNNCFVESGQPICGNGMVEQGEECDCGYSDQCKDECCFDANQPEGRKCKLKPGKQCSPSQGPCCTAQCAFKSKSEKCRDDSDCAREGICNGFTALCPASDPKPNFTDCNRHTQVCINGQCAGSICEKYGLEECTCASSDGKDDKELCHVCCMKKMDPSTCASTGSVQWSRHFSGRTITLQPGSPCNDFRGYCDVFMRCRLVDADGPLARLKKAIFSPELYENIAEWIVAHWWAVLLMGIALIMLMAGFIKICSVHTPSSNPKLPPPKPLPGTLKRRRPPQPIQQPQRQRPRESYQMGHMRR
GAA850 FXN act – activators of GAA850 frataxin (FXN) promoter; HEK293 lucGAA850 FXN promoter luciferase reporter, 24 h; percent of 10 µM SAHA response; activation, % at 6 µM; actives 0.56% (n = 360,000); AID 540364;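 active = activation above the average of all compounds screened plus 3 SD, cutoff fixed separately per campaign, cut at about 7.5% in these data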;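 note: 0% = DMSO wells and 100% = 10 µM SAHA wells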
DAX1 inh-1 – blocks DAX1 repression of SF-1 activated StAR promoter | AID 652010 | actives 1.1% (n = 370,000) | inhibition, % at 6.8 µM | HEK293T StAR-luciferase reporter, SF-1/DAX-1 repression relief;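 active = inhibition above the mean over all tested compounds plus 3 SD, cut at about 3.6% in these data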;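 note: 0% = DAX-1 cells with DMSO and 100% = cells lacking DAX-1 with DMSO; higher inhibition means more luminescence from relief of DAX-1 repression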
PG9 Ab binder – small molecules binding HIV-1 gp120 antibody PG9. actives 0.43% (n = 360,000). inhibition, % at 6.7 µM. TR-FRET gp120-PG9 antibody binding; in the data active = inhibition above about 8.5%
DAX1 inh-2 – inhibitors of human orphan nuclear receptor DAX1 (NR0B1); P51843; HEK293 Gal4-DAX1 luciferase reporter, luminescence; inhibition, % at 6.75 µM; actives 0.99% (n = 340,000); AID 504766;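 active = inhibition above the mean over all tested compounds plus 3 SD, cut at about 4.2% in these data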;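 note: 0% = DAX1-transfected cells with DMSO and 100% = empty-vector control cells with DMSO; inhibition shows as a rise in luminescence from relieved DAX1 repression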
Target sequence (P51843 207-470 limits assumed): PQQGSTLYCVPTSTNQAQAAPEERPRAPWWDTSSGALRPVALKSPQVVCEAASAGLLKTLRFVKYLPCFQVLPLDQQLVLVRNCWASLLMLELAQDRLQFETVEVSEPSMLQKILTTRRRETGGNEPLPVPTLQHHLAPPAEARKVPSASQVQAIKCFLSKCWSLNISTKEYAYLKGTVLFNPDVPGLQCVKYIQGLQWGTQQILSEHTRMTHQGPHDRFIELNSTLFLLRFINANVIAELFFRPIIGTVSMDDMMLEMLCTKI
ADAM17 inh – ADAM17 inhibition, QFRET primary screen; P78536; recombinant ADAM17, EDANS/DABCYL FRET peptide cleavage; inhibition, % at 6.95 µM; actives 0.83% (n = 370,000);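 active = inhibition above the mean of compounds lying between control limits plus 3 SD, set per campaign, cut at about 8.5% in these data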;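 note: 0% = DMSO-only wells as the low control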
hgDAF-12 ag – hgDAF-12 agonism, primary luciferase screen | HEK293 GAL4-hgDAF12 UAS-luciferase reporter, agonist luminescence; normalized to butyrate control | activation, % at 6.8 µM | actives 1.8% (n = 370,000);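 active = activation above a cutoff set at the mean of all screened compounds plus 3 SD, cut at about 10% in these data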;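 note: 0% = DMSO wells and 100% = sodium butyrate wells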
hcDAF12 agonist – H. contortus DAF-12 activation, primary screen. HEK293 hcDAF-12 lit1-tk-luc reporter, luminescence; 0% DMSO, 100% Δ7-dafachronic acid. activation, % at 6.8 µM. actives 1.4% (n = 370,000);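 active = activation above the mean of all tested compounds plus 3 SD, cut at about 5.5% in these data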;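 note: 100% = response to 3 µM Δ7-dafachronic acid high control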
Numbers without * were called inactive; · = no result given.

The opening 10 entries as a preview:
SMILES	ssDAF12 agonist	SMARCA2 activ	NPR1 activator	ADAM10 inh	GAA850 FXN act	DAX1 inh-1	PG9 Ab binder	DAX1 inh-2	ADAM17 inh	hgDAF-12 ag	hcDAF12 agonist
Cc1ccc(C)c(C(=O)COC(=O)CN2C(=O)C3C4CCC(C4)C3C2=O)c1 (stereo not given)	-1.3	-3	1	3	2.2	0.0	-0.1	0.5	-1	-1.6	-1.5
CCC(C)NCCOc1cc(C)cc(C)c1C (stereo not given)	-1.6	-1	-1	8	-2.3	1.2	0.2	0.4	-3	-1.9	-0.9
CCCCCc1nnc(NC(=O)CS(=O)(=O)Cc2ccccc2)s1	-0.7	5	-2	8	-1.5	0.1	-0.4	1.0	2	5.3	0.9
O=C(NCCCN1CCOCC1)c1ccc(-c2ccc(Cl)cc2)o1	-2.0	2	-1	-34	1.9	0.1	-0.6	1.5	-11	0.2	-0.9
O=C(NCc1ccco1)C(Cc1ccccc1)N1C(=O)c2ccccc2C1=O (stereo not given)	-0.4	3	1	2	-1.0	-0.6	-2.2	0.6	-5	2.6	6.3*
c1ccc(-c2nnc3sc(CN4CCC5(CC4)OCCO5)cn23)cc1	-1.4	-3	6	-7	0.9	-0.2	-1.9	0.4	0	0.9	-0.6
Cc1ccc(Cn2nc(-c3ccccc3)nc2-c2ccccc2)cc1	-0.8	5	-1	11	3.9	0.4	0.9	3.0	5	10	-0.3
Nc1nonc1NN=C1CCCCC1	-1.1	0	6	-1	0.2	-0.2	-0.6	1.9	-2	-1.3	-1.9
CCn1c(OC)nc2c1c(=O)n(C)c(=O)n2C	-1.3	-2	-1	0	-0.9	-0.5	-1.2	0.0	0	1.6	1.1
CCN(CC)C(=O)c1ccc(COc2ccccc2Cl)cc1	-1.0	1	7	-1	4.6	-0.5	0.2	-0.1	1	-1.7	0.5

The list itself, from the start:
SMILES	ssDAF12 agonist	SMARCA2 activ	NPR1 activator	ADAM10 inh	GAA850 FXN act	DAX1 inh-1	PG9 Ab binder	DAX1 inh-2	ADAM17 inh	hgDAF-12 ag	hcDAF12 agonist
Cc1ccc(C)c(C(=O)COC(=O)CN2C(=O)C3C4CCC(C4)C3C2=O)c1 (stereo not given)	-1.3	-3	1	3	2.2	0.0	-0.1	0.5	-1	-1.6	-1.5
CCC(C)NCCOc1cc(C)cc(C)c1C (stereo not given)	-1.6	-1	-1	8	-2.3	1.2	0.2	0.4	-3	-1.9	-0.9
CCCCCc1nnc(NC(=O)CS(=O)(=O)Cc2ccccc2)s1	-0.7	5	-2	8	-1.5	0.1	-0.4	1.0	2	5.3	0.9
O=C(NCCCN1CCOCC1)c1ccc(-c2ccc(Cl)cc2)o1	-2.0	2	-1	-34	1.9	0.1	-0.6	1.5	-11	0.2	-0.9
O=C(NCc1ccco1)C(Cc1ccccc1)N1C(=O)c2ccccc2C1=O (stereo not given)	-0.4	3	1	2	-1.0	-0.6	-2.2	0.6	-5	2.6	6.3*
c1ccc(-c2nnc3sc(CN4CCC5(CC4)OCCO5)cn23)cc1	-1.4	-3	6	-7	0.9	-0.2	-1.9	0.4	0	0.9	-0.6
Cc1ccc(Cn2nc(-c3ccccc3)nc2-c2ccccc2)cc1	-0.8	5	-1	11	3.9	0.4	0.9	3.0	5	10	-0.3
Nc1nonc1NN=C1CCCCC1	-1.1	0	6	-1	0.2	-0.2	-0.6	1.9	-2	-1.3	-1.9
CCn1c(OC)nc2c1c(=O)n(C)c(=O)n2C	-1.3	-2	-1	0	-0.9	-0.5	-1.2	0.0	0	1.6	1.1
CCN(CC)C(=O)c1ccc(COc2ccccc2Cl)cc1	-1.0	1	7	-1	4.6	-0.5	0.2	-0.1	1	-1.7	0.5
O=C(NC(=S)N1CCCC1)c1ccccc1	-0.7	0	0	0	1.4	0.7	-3.2	0.4	0	-0.6	-0.8
COc1ccc(C(=O)C2CCCN(C(=O)c3noc4c3CCCC4)C2)cc1F (stereo not given)	-1.5	-4	-4	2	0.4	0.6	-0.6	0.0	-2	-0.3	0.1
Clc1ccccc1-c1nnc(-c2ccccc2Cl)o1	-0.6	4	1	2	6.0	3.5	-0.4	1.8	-4	15*	4.9
CN1C(c2ccccc2)CC2CN(c3ccccc3)C(=O)C21 (stereo not given)	-1.9	-2	3	-1	·	-3.5	·	·	-1	-4.9	-3.1
CCOC(=O)C1=CN(Cc2cccc(F)c2)S(=O)(=O)N(CC)C1c1ccc(Br)cc1F (stereo not given)	-0.7	-4	-6	3	1.0	0.9	-0.9	0.6	2	-1.6	1.0
CCC(C)NC(=O)C1CCN(S(=O)(=O)c2ccc3c(c2)CC(C)N3C(C)=O)CC1 (stereo not given)	-1.9	4	3	4	2.9	-0.3	0.3	-0.3	1	-2.5	-3.0
CN(C)S(=O)(=O)c1ccc(Cl)c(C(=O)NC2=NCCS2)c1	-0.9	-3	6	6	1.5	-0.3	-1.0	1.3	-7	0.2	-1.3
CCOC(=O)c1c(NC(=O)CCN2CCOCC2)sc(C)c1-c1ccccc1	-1.5	2	0	11	1.5	-0.7	-1.1	-0.4	2	-2.1	-0.9
O=C(NS(=O)(=O)c1ccccc1)c1cccc(Br)c1	-1.0	2	2	0	0.7	-0.9	-2.4	0.7	-4	0.8	-0.9
Nc1ccc(CNC(=O)OCC2c3ccccc3-c3ccccc32)cc1	-0.8	2	0	5	1.6	0.5	-1.1	-0.6	3	0.3	-1.1
C/C(=N\Nc1ccccc1)c1cccs1	-0.6	1	0	-23	0.1	0.0	0.6	1.3	-3	3.7	1.4
O=C(C=C1CCN(c2ncc(C(F)(F)F)cc2Cl)CC1)NNC(=O)Nc1ccc(Cl)cc1	-0.8	-3	0	-8	-0.3	-0.4	1.4	0.7	-5	-2.9	-0.8
COc1ccc2oc(C(=O)OCC(=O)Nc3ccc(OC)c(S(N)(=O)=O)c3)c(C)c2c1	-0.9	-1	-5	-180	-1.2	-0.1	-1.8	-1.4	-60	0.7	-0.2
CSc1nc(=S)c2[nH]c(=S)[nH]c2[nH]1	-0.8	2	-1	10	0.3	0.4	6.3	0.5	4	-2.2	1.7
Cc1cnc(NC(=O)c2ccc3c(c2)C(=O)N(Cc2cccnc2)C3=O)s1	-0.9	0	7	-7	-0.8	-0.7	0.3	-0.2	-4	0.9	-1.8
COCCn1c(=O)[nH]c2cc(C(=O)NCCc3ccc(S(N)(=O)=O)cc3)ccc2c1=O	-1.4	-3	0	-66	2.1	0.6	-2.0	-0.3	-24	1.0	-0.6
COc1ccc(S(=O)(=O)N2CCCCC2)cc1Br	-1.8	-5	-4	8	1.3	-0.4	-0.8	0.9	9.2*	-0.9	-0.9
O=C(CN1CCN(CC(=O)Nc2cccc(F)c2)CC1)Nc1ccc(-c2ccccc2)cc1	-1.1	-3	0	-7	-0.5	-0.4	0.0	0.5	-33	3.3	-1.1
CCOc1ccccc1NC(=O)Nc1ccccn1	-1.7	-2	4	0	2.3	-0.5	-0.5	0.5	-4	-1.6	-1.5
CCCNC(=O)c1nc(C)n(-c2ccc([N+](=O)[O-])cc2)n1	-1.2	-3	2	3	0.4	0.1	-1.4	·	3	-0.8	-1.1
Cc1ccc(OCc2cc(C(=O)N(C)CCc3ccccn3)no2)cn1	-1.9	5	4	1	1.2	-2.0	-2.3	-0.6	3	0.8	-2.7
O=C(CN(Cc1ccccc1F)S(=O)(=O)c1ccc(Cl)cc1)NCCC1=CCCCC1	-1.2	-1	1	1	0.6	-0.7	0.6	-1.0	2	-0.8	-0.4
CN(CC(=O)Nc1ccc(F)c(Cl)c1)S(=O)(=O)c1ccc2c(c1)n(C)c(=O)c(=O)n2C	-0.3	2	1	4	0.2	-0.4	-1.7	0.4	-4	1.2	-1.8
Cc1cc(NC(=O)CSCC(=O)Nc2cc(C(F)(F)F)ccc2N2CCCCC2)no1	0.1	-5	-9	-3	-0.9	1.6	-1.8	0.1	6	5.3	6.0*
CCc1nnc(NS(=O)(=O)c2ccc(NC(=O)c3ccc(Cl)cc3)cc2)s1	-1.8	-5	-5	-7	-0.5	0.1	-2.9	3.1	-2	-1.2	0.6
OC(COc1ccc2c(c1)OCO2)CN1CCN(c2ccc(F)cc2)CC1 (stereo not given)	-0.6	2	-4	9	1.7	-0.1	-1.2	1.6	-1	0.7	-0.4

Arranged by molecular weight (largest number first): part of the list above.
SMILES	ssDAF12 agonist	SMARCA2 activ	NPR1 activator	ADAM10 inh	GAA850 FXN act	DAX1 inh-1	PG9 Ab binder	DAX1 inh-2	ADAM17 inh	hgDAF-12 ag	hcDAF12 agonist
Cc1cc(NC(=O)CSCC(=O)Nc2cc(C(F)(F)F)ccc2N2CCCCC2)no1	0.1	-5	-9	-3	-0.9	1.6	-1.8	0.1	6	5.3	6.0*
O=C(CN1CCN(CC(=O)Nc2cccc(F)c2)CC1)Nc1ccc(-c2ccccc2)cc1	-1.1	-3	0	-7	-0.5	-0.4	0.0	0.5	-33	3.3	-1.1
CCOc1ccccc1NC(=O)Nc1ccccn1	-1.7	-2	4	0	2.3	-0.5	-0.5	0.5	-4	-1.6	-1.5

(continued)
SMILES	ssDAF12 agonist	SMARCA2 activ	NPR1 activator	ADAM10 inh	GAA850 FXN act	DAX1 inh-1	PG9 Ab binder	DAX1 inh-2	ADAM17 inh	hgDAF-12 ag	hcDAF12 agonist
COc1cc(OC)cc(C(=O)NC(C(=O)NCc2ccccn2)C(C)C)c1 (stereo not given)	-1.8	-1	-1	-9	0.7	0.9	1.1	1.9	-6	6.0	-0.8
Cc1ccccc1NC(=O)c1cnn(-c2ccccc2)c1C	0.6	3	-1	6	3.7	0.6	0.2	3.6	1	12*	1.2
N=C1/C(=C/c2ccc(Br)o2)C(=O)N=C2SC(CC(=O)N3CCCC3)=NN12	-1.4	2	1	-29	2.5	0.5	-2.1	0.7	-8	1.1	-1.2
O=S(=O)(Cc1nnnn1-c1ccc(Br)cc1)c1ccccc1	-1.2	-1	0	-3	-1.4	0.1	-1.3	2.2	-2	3.1	-1.2
O=C(c1ccc(OC2CCN(CCc3ccccc3)CC2)cc1)N1CCCC1	-1.5	0	1	-10	0.1	-0.5	-1.0	0.3	-5	1.1	0.2
Fc1ccc(-c2nnc3sc(C4COc5ccccc5O4)nn23)cc1 (stereo not given)	-0.9	-2	6	8	1.6	-0.3	-1.4	1.0	-1	-0.9	0.7
O=C1Nc2ccccc2-n2nnnc2C1N1CCN(c2ccc(C(F)(F)F)cc2[N+](=O)[O-])CC1 (stereo not given)	-1.1	-4	-1	19	·	-1.9	-2.1	·	8.6*	-4.5	-2.0
O=C(Cc1cccc2ccccc12)N/N=C/C=C/c1cccc([N+](=O)[O-])c1	-1.7	-3	-9	3	0.0	0.0	-1.1	-0.4	-3	0.0	0.8
Cc1[nH]c2ccccc2c1CCN(Cc1cccnc1)C(=S)Nc1cccc(F)c1	-1.3	-3	-10	0	2.4	0.2	-0.4	0.0	3	-4.0	-1.5
COc1ccc(C23NCCN2C(=O)c2ccccc23)cc1 (stereo not given)	-1.5	-2	1	-4	2.2	-0.1	-1.2	0.1	0	-1.0	-1.9

Bioassay records: PubChem BioAssay, several laboratories
